Screening results from PubChem BioAssay.
UPR CHOP act = activators of apoptotic arm of unfolded protein response (CHOP) | CHO-CHOP luciferase reporter, UPR activation, luminescence; percent of tunicamycin response over DMSO baseline | activation, % at 10 µM | 0.34% of 330,000 active | AID 449763;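 active = at 10 µM dose, activation of 40% or more, normalized to positive control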;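 note: 100% = tunicamycin at 10 µg/mL and 0% = DMSO alone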
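System: CHO CHOP reporter cells. Amount: 500 cells per well. Buffer or medium: F12 medium, 10% FBS. Compound dosing: one dose, 10 µM in 0.5% DMSO. Incubation: 6 h compound exposure at 37 °C after overnight seeding. Technique: Steady-Glo luciferase luminescence. Benchmarks: tunicamycin and DMSO controls.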
APJ antagonist = blocks the human apelin receptor APJ | 0.32% of 330,000 active | CHO-K1 APJ beta-arrestin complementation, luminescence | inhibition, % at 20 µM | P35414;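 active = inhibition above about 40% at 20 µM, limit read from the data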;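 note: cells challenged with 10 nM apelin-13 agonist together with compound; plate controls were apelin-13 plus DMSO wells for no effect and DMSO wells lacking apelin-13 for full effect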
tim10-1 inh = tim10-1 yeast growth inhibition; S. cerevisiae tim10-1 ts strain growth, BacTiter-Glo, 24 h; inhibition, % at 20 µM; 2.2% of 330,000 active;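 active = inhibition of at least 40%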;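 note: mutant grown at 25 °C; 0% = DMSO wells with yeast and 100% = wells holding no yeast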
APJ ag = activates the human apelin receptor APJ | P35414 | 0.11% of 330,000 active | CHO-K1 APJ PathHunter beta-arrestin, luminescence; 0% DMSO wells, 100% apelin | activation, % at 20 µM;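 active = activation more than six SD over the plate average, tested at 20 µM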;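 note: 0% = DMSO alone and 100% = apelin-13 at 10 nM; some results filed as inactive read as strong as hits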
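system = engineered CHO-K1 APJ arrestin reporter cells | input = 1000 cells per well | timing = overnight seeding, 90 min compound at 25 °C, 1 h detection | measured by = enzyme-fragment complementation luminescence | read-out = beta-arrestin recruitment to APJ as agonist activity, luminescent signal | control set = negative DMSO alone, positive Apelin-13 at 10 nM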
tim23-1 inh = tim23-1 yeast growth inhibition | S. cerevisiae tim23-1 growth, BacTiter-Glo luminescence, 24 h | inhibition, % at 20 µM | 1.3% of 330,000 active | AID 463212;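 active = growth inhibition of the mutant yeast at or above 50%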;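 note: temperature-sensitive mutant grown at 25 °C; plate controls were DMSO-treated mutant yeast for no effect and medium wells lacking yeast for full effect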
UPR XBP1 act = adaptive UPR (XBP1) activation; CHO-XBP1 luciferase reporter, IRE1-XBP1 UPR activation, luminescence; percent of tunicamycin response, DMSO as zero; activation, % at 20 µM; 0.33% of 330,000 active; AID 463104;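 active = versus positive control, 20 µM dose yields 30% or more activation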;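 note: 100% = tunicamycin at 10 µg/mL and 0% = DMSO only wells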
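assay system = CHO-XBP1 luciferase reporter cells | amount = 1000 cells/well | buffer or medium = F12 plus 10% FBS | compound dosing = single point, 20 µM final compound, 1% DMSO | incubation = 16-18 h cell attachment at 37 °C, then 6 h compound exposure | detection = Steady-Glo luminescence read | controls = tunicamycin 10 µg/mL and vehicle-only wells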
CXCR6 block = CXCR6 (human) receptor inhibition; AID 602244; CHO-K1 PathHunter CXCR6 beta-arrestin, luminescence; 0.36% of 360,000 active; O00574; inhibition, % at 20 µM; in the data active = inhibition above about 34%, passing the limit was not always enough;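 note: antagonist mode with CXCL16 agonist at 10 nM final; 0% = 10 nM CXCL16 with DMSO and 100% = unstimulated wells without agonist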
TIM10 inh = growth inhibitors of TIM10 yeast strain; S. cerevisiae TIM10 strain growth, BacTiter-Glo luminescence, 24 h; inhibition, % at 10 µM; 1.4% of 330,000 active;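 active = inhibition of 40% or more at the single tested concentration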;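 note: wild-type TIM10 isogenic control strain grown at permissive 25 °C; 0% = DMSO yeast wells and 100% = minimal medium wells without yeast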
Mdm2 MdmX PPI = inhibitors of human Mdm2/MdmX interaction | 3% of 330,000 active | SaOS-2 split-luciferase Mdm2/MdmX complementation, luminescence | O15151+Q00987 | inhibition, % at 8 µM;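 active = inhibition of at least 50% at 8 µM in the primary screen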
Target sequence (O15151 whole entry, looked up): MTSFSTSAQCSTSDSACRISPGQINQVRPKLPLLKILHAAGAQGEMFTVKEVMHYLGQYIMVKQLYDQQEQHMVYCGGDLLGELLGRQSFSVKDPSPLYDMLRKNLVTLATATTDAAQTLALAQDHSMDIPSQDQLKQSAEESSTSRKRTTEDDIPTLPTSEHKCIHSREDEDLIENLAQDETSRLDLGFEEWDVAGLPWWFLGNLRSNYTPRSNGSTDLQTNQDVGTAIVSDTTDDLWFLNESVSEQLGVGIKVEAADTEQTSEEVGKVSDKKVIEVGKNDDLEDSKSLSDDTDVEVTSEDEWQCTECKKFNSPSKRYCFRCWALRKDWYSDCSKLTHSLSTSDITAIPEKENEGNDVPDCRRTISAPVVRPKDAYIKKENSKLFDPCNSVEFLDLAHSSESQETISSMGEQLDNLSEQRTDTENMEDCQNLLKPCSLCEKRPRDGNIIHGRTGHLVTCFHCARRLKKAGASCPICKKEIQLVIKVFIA
Target sequence (Q00987 whole entry, looked up): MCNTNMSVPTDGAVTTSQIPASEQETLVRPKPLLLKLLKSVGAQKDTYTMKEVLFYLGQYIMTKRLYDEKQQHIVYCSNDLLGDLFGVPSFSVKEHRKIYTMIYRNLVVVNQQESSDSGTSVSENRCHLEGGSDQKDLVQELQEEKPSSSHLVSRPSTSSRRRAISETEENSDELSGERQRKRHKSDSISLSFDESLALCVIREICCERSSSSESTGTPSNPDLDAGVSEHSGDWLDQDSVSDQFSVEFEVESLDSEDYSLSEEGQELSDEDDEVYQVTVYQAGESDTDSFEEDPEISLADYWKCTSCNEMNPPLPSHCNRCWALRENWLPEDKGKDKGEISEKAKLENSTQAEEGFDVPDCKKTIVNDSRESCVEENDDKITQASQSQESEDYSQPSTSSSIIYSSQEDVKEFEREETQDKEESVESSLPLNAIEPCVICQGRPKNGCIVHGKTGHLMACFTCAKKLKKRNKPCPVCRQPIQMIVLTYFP
Starred values were filed as active, the others as inactive. A portion of the library. The share of hits here may be higher or lower than overall.

SMILES | UPR CHOP act | APJ antagonist | tim10-1 inh | APJ ag | tim23-1 inh | UPR XBP1 act | CXCR6 block | TIM10 inh | Mdm2 MdmX PPI
CCn1c(Cc2ccccc2)nnc1SCC(=O)Nc1nc2ccccc2s1 | -2.9 | 18.5 | -3.1 | 0.5 | -9.1 | -1.0 | 4.8 | -3.2 | -5.0
O=C(NCc1ccco1)c1cnccn1 | -3.3 | 10.9 | 12.6 | -1.2 | 6.1 | -1.1 | -4.8 | 2.9 | 26.7
CCOC(=O)c1cc[nH]c1CC(=O)NC | 0.0 | -9.1 | 9.7 | 2.4 | 0.0 | -3.7 | 1.7 | -6.5 | -0.3
CCOC(=O)c1cc(-c2ccc(N3CCOCC3)cc2)nn1-c1ccc(F)cc1F | 1.7 | -4.8 | 38.2 | 2.6 | 32.6 | -2.9 | -7.5 | 15.1 | -4.9
COc1ccc(C(=O)n2c(SC)nc3cc4c(cc32)OCCO4)cc1 | 1.6 | -13.3 | 43.4* | -1.8 | 43.7 | 1.5 | 4.9 | 47.4* | -28.6
COCCn1c(SCC(=O)Nc2ccc(N3CCOCC3)cc2)nc2ccccc21 | -0.2 | -1.8 | 16.1 | -0.5 | 18.3 | -1.4 | -4.4 | -1.7 | 11.3
COc1ccccc1OCC(=O)Nc1c2c(nn1-c1ccccc1)CS(=O)(=O)C2 | 0.1 | 12.4 | 5.6 | -0.2 | -1.8 | -2.7 | 3.2 | 3.3 | 9.2
O=C1N(Cc2cccnc2)C[C@@H]2C[C@@H](c3ccc4nsnc4c3)N3CCC[C@@]123 | -1.1 | -3.4 | -2.0 | -0.7 | 1.6 | -1.8 | -2.0 | 7.8 | 24.6
COc1ccc([C@H]2CC(=O)C=C(c3ccc4c(c3)sc3ccccc34)C2)cc1 | 3.2 | 7.0 | 3.7 | -0.8 | -1.0 | -2.2 | 0.5 | -3.7 | 37.5
Cc1csc(NC(=O)CNC(=O)OCc2ccccc2)n1 | -2.0 | 9.9 | 5.3 | -3.3 | 10.4 | -2.7 | -5.5 | -5.1 | 10.9
COc1cccc(Oc2cn[nH]c2-c2ccc(O)cc2O)c1 | 0.7 | -9.2 | 29.7 | -0.8 | 14.0 | -2.0 | 4.1 | 20.4 | 17.8
COc1ccnc(CSC(N)=Nc2ccccc2OC)c1 | 1.1 | 24.2 | 12.8 | -4.0 | 16.0 | 1.1 | 9.8 | 9.9 | -21.9
Cc1ccc(C(O)(CNCc2ccccc2)c2ccccc2)cc1 (configuration not stated) | -1.4 | 9.7 | 17.7 | -6.3 | 4.0 | 1.7 | -6.0 | 9.7 | 28.7
CCCOC(=S)Nc1ccccc1 | 0.5 | -14.7 | 1.9 | -1.4 | 6.9 | 3.9 | -2.5 | -3.1 | 9.2
C=CCOc1cccc(/C=N/NC(=O)C(=O)NCc2ccco2)c1 | 4.6 | 2.9 | 8.3 | -0.4 | 8.2 | 7.8 | -5.0 | 3.5 | 22.6
Cc1ccc(CNc2ccc([N+](=O)[O-])cc2C(N)=O)cc1 | 2.4 | 7.0 | 16.6 | 7.5 | 25.1 | 2.3 | 4.1 | 18.3 | -43.7
O=c1c2c(C(F)(F)F)cc(C(F)(F)F)nc2[nH]n1-c1ccccc1 | -0.2 | -6.3 | 8.9 | -4.0 | 2.5 | -1.8 | 19.0 | -3.8 | 18.4
NC(=O)C1(N2CCCCC2)CCN(C(=O)c2cccs2)CC1 | 0.7 | -5.4 | -7.1 | -3.5 | -6.7 | 3.9 | -3.1 | -7.7 | 0.4
CC(C)CN1CCC(=O)N([C@H](CN=[N+]=[N-])Cc2ccccc2)CC1 | -2.0 | -25.8 | -7.4 | -3.8 | 3.2 | -0.9 | 2.1 | -0.6 | -13.6
O=C(c1ccc(S(=O)(=O)Nc2ccccc2F)cc1)N1CCN(c2ccccn2)CC1 | -1.2 | 4.5 | 8.5 | 0.9 | 4.0 | -3.4 | -0.9 | -2.1 | 8.4
Cc1ccc2c3c([nH]c2c1C)-c1nonc1CC3 | 8.2 | -3.7 | 19.6 | 0.1 | 11.6 | 5.7 | 4.0 | 11.3 | -53.7
N#Cc1ccccc1NC(=O)COC(=O)CN1C(=O)C2CCCCC2C1=O (configuration not stated) | 2.2 | 6.1 | -22.1 | -7.5 | -2.3 | 0.8 | -4.6 | -7.6 | 9.4
O=[N+]([O-])c1ccccc1S(=O)(=O)NC1CCCCCCC1 | 3.8 | -12.3 | 4.2 | -0.1 | 33.2 | -4.2 | -1.5 | 4.7 | 14.9
CCOC(=O)c1c(C)[nH]c(C)c1S(=O)(=O)N(C)CC(=O)Nc1cccc(F)c1 | -1.3 | -12.4 | 1.3 | 2.0 | 7.3 | -4.6 | 7.2 | 7.5 | 5.6
CCNC(=S)NNC(=O)c1ccc(=O)n(Cc2ccccc2)c1 | 1.2 | 35.4 | -2.6 | -2.2 | -0.9 | 1.0 | 7.1 | -9.7 | -7.9
O=c1cc(-c2ccccc2)[nH]c2cc(F)ccc12 | -0.7 | -19.5 | 4.7 | -1.2 | -5.8 | 5.2 | -8.3 | 4.8 | 41.9
COCCNC(=S)N1CCN(C(=O)C(=O)Nc2ccc(C(=O)OC)cc2)CC1 | -0.1 | -0.7 | 4.4 | 0.0 | 16.0 | -0.6 | 2.0 | 7.0 | -14.7
COc1ccc(N2CCN(C(=O)CNS(=O)(=O)c3ccc(C)cc3)CC2)cc1 | 0.7 | 12.7 | 18.5 | -2.3 | 18.8 | -2.3 | -0.3 | 19.6 | 0.4

Part of the list above in order of number of heavy atoms, largest number first.
SMILES | UPR CHOP act | APJ antagonist | tim10-1 inh | APJ ag | tim23-1 inh | UPR XBP1 act | CXCR6 block | TIM10 inh | Mdm2 MdmX PPI
CCOC(=O)c1cc(-c2ccc(N3CCOCC3)cc2)nn1-c1ccc(F)cc1F | 1.7 | -4.8 | 38.2 | 2.6 | 32.6 | -2.9 | -7.5 | 15.1 | -4.9
COCCNC(=S)N1CCN(C(=O)C(=O)Nc2ccc(C(=O)OC)cc2)CC1 | -0.1 | -0.7 | 4.4 | 0.0 | 16.0 | -0.6 | 2.0 | 7.0 | -14.7
N#Cc1ccccc1NC(=O)COC(=O)CN1C(=O)C2CCCCC2C1=O (configuration not stated) | 2.2 | 6.1 | -22.1 | -7.5 | -2.3 | 0.8 | -4.6 | -7.6 | 9.4
COc1ccc(C(=O)n2c(SC)nc3cc4c(cc32)OCCO4)cc1 | 1.6 | -13.3 | 43.4* | -1.8 | 43.7 | 1.5 | 4.9 | 47.4* | -28.6
C=CCOc1cccc(/C=N/NC(=O)C(=O)NCc2ccco2)c1 | 4.6 | 2.9 | 8.3 | -0.4 | 8.2 | 7.8 | -5.0 | 3.5 | 22.6
CCNC(=S)NNC(=O)c1ccc(=O)n(Cc2ccccc2)c1 | 1.2 | 35.4 | -2.6 | -2.2 | -0.9 | 1.0 | 7.1 | -9.7 | -7.9
NC(=O)C1(N2CCCCC2)CCN(C(=O)c2cccs2)CC1 | 0.7 | -5.4 | -7.1 | -3.5 | -6.7 | 3.9 | -3.1 | -7.7 | 0.4
Cc1ccc(CNc2ccc([N+](=O)[O-])cc2C(N)=O)cc1 | 2.4 | 7.0 | 16.6 | 7.5 | 25.1 | 2.3 | 4.1 | 18.3 | -43.7
Cc1ccc2c3c([nH]c2c1C)-c1nonc1CC3 | 8.2 | -3.7 | 19.6 | 0.1 | 11.6 | 5.7 | 4.0 | 11.3 | -53.7
